NFkB transloc pot: enhances IL-1B driven NFkB nuclear translocation. HUVEC IL-1B NFkB p65 nuclear translocation imaging. activation, % at 2 µM. 94,000 compounds, 0.3% hits;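 active = activation above 40%, about the mean plus 3 SD, also judged a hit on visual image review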;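 also: percent activation is computed from the nuclear over cytoplasmic p65 intensity ratio; values of inactives mirror those of a sister screen read the other way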
PLAP inhibitors HTS: inhibition of human placental alkaline phosphatase – biochemical, luminescence, HTS (AID 690); purified PLAP, luminescent substrate; higher % means a stronger effect; one-dose inhibition, % at 20 µM; IC50 in µM for titrated hits; 96,000 compounds, 0.08% hits; in the data active = a potency from the dose series; inactive = the rest, 99 in 100 with inhibition below about 30%; also: strong numbers were not always called active
MRP reversal: compounds reversing MRP-mediated drug resistance; H69AR cells + 2 uM doxorubicin, CellTiter-Glo, 72 h; 85,000 compounds, 0.04% hits; differential viability (reversal), % at 10 µM;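 active = viability drop by adding the cancer drug above about 55%, with treated viability meeting a 40% cutoff, limit read from the data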;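 also: viability without doxorubicin minus viability with 2 µM doxorubicin for each compound; larger differential means the compound sensitizes cells more to doxorubicin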
Bcl-B displacement: displacers of TR3 peptide from Bcl-B, primary screen, selectivity assay for Bfl-1 inhibitor project, biochemical, fluorescence polarization. FP displacement of FITC-TR3 peptide from Bcl-B; higher % means a stronger effect. displacement, % at 20 µM; hits with a dose series show IC50 in µM. 96,000 compounds, 0.11% hits;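 active = displacement above 50% at 20 µM plus a fluorescence interference ratio under 1.5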;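 also: plate controls were wells without compound for no effect and wells lacking Bcl-B protein for full effect; a part of the inactive calls stands beside numbers as strong as those of hits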
IL1B NFkB inh: blocks IL-1B driven NFkB nuclear translocation in HUVEC cells; HUVEC IL-1B NFkB p65 nuclear translocation imaging; inhibition, % at 2 µM; 94,000 compounds, 0.43% hits;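 active = inhibition above about 30% together with a positive call from visual inspection of the well image, limit read from the data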;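 also: nuclear over cytoplasmic p65 intensity ratio measured by imaging; 0% = IL-1B stimulated DMSO wells and 100% = unstimulated DMSO wells; values of inactives mirror those of a sister screen read the other way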
MRP reversal cytotoxicity: recorded beside MRP reversal, whose call it bears; viability, %; H69AR cells, CellTiter-Glo, 72 h; measured here: cytotoxicity without doxorubicin
MRP reversal with doxorubicin: also measured in MRP reversal; calls as there; viability, %; measured here: viability with 2 uM doxorubicin; active compounds read low
IL1B NFkB inh cell count 2 µM: further read-out of IL1B NFkB inh, marked with its call; cell count; measured here: cells passing quality filter;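 raw number of nuclei counted in each imaged well without normalization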
NFkB transloc pot cell count 2 µM: also measured in NFkB transloc pot; calls as there; cell count; measured here: cells passing quality filter
* marks the source's active call; other numbers are inactive results; / = no result given. This is a subset, so the mix of outcomes need not match the whole.

item	SMILES	NFkB transloc pot	NFkB transloc pot cell count 2 µM	PLAP inhibitors HTS	MRP reversal	MRP reversal cytotoxicity	MRP reversal with doxorubicin	Bcl-B displacement	IL1B NFkB inh	IL1B NFkB inh cell count 2 µM
1	O=C(CC(c1ccco1)C1CCCCC1=O)c1ccco1 (configuration not stated)	-6	178	-35%	22	99	76	6%	6	178
2	Cc1ccc(SC(=O)COc2ccccc2C)cc1	4	61	8%	-10	2	12	1%	-4	61
3	CCC1(C)Cc2c(sc3nc(SC)n(Cc4ccccc4)c(=O)c23)CO1 (configuration not stated)	6	177	-17%	5	97	92	-29%	-6	177
4	COc1cc2nc(SCC(N)=O)n(CCC3=CCCCC3)c(=O)c2cc1OC	14	148	16%	5	65	60	-38%	-14	148
5	N#Cc1ccc(CSCC(=O)O)cc1	8	115	-2%	1	93	92	-1%	-8	115
6	CCOc1ccccc1N(C(=O)c1snc(C(N)=O)c1N)C(C(=O)NC1CCCC1)c1ccco1 (configuration not stated)	-3	179	-41%	2	62	60	-10%	3	179
7	COc1ccc(N(CC(=O)NC2CCCC2)C(=O)Cn2nnc(-c3ccc(C)cc3)n2)cc1	31	105	/	-7	96	104	/	-31	105
8	Cc1c(C(Nc2ccccn2)c2ccccc2)c(=O)n(-c2ccccc2)n1C (configuration not stated)	0	159	/	/	/	/	/	0	159
9	COc1c(C)cccc1C(=O)Nc1ccc(CN2CCCCC2)cc1	-9	212	-76%	/	/	/	-5%	9	212
10	CCn1c2ccccc2c2cc(N=C3SC(CC(=O)Nc4ccccc4)C(=O)N3C)ccc21 (configuration not stated)	10	171	0%	/	/	/	-6%	-10	171
11	CC(C)(C)NC(=O)C(c1ccco1)N(C(=O)c1ccc(CN2CCOCC2)o1)c1ccccc1 (configuration not stated)	6	83	-55%	-7	93	99	6%	-6	83
12	COc1ccc(N2CCN(Cc3cc(=O)oc4cc(C)c(Cl)c(C)c34)CC2)cc1	23	132	-27%	-9	47	56	0%	-23	132
13	O=c1c2cccc3c(N4CCOCC4)ccc(c32)c2nc3ccccc3n12	/	/	-7%	-3	28	31	-18%	/	/
14	COc1ccc(C(=O)NC2CCN(C(=O)NC3CCCCC3)CC2)cc1	-3	80	12%	/	/	/	0%	3	80
15	COCc1cc(C)c2c(N)c(C#N)sc2n1	-31	38	14%	-17	77	95	-14%	31*	38*
16	NC(=O)C1c2ccccc2CSc2ccccc21 (configuration not stated)	-2	132	-10%	/	/	/	-22%	2	132
17	COc1ccc(N(C(=O)c2ccco2)C(C(=O)NC2CCCC2)c2ccc(N(C)C)cc2)cc1OC (configuration not stated)	11	136	/	-11	80	90	/	-11	136
18	CSc1ccc(CNc2ccc(C)c(C)c2)cc1	1	139	28%	/	/	/	-4%	-1	139
19	CN=c1scc(-c2ccc(Br)cc2)n1C	9	203	22%	/	/	/	-8%	-9	203
20	CCC(C)[C@H](N)c1nnc(SCC(=O)c2ccc(Cl)cc2)o1 (some centres not stated)	2	192	-26%	7	103	97	2%	-2	192
21	COc1ccc(N2C(=O)CSC23C(=O)Nc2ccccc23)cc1OC (configuration not stated)	1	186	-76%	0	100	99	5%	-1	186
22	CCn1c(-c2cc(OC)c(OC)c(OC)c2)n[nH]c1=S	0	99	-51%	14	96	82	-2%	0	99
23	CC1S/C(=N/N=C/c2ccco2)NC1=O (configuration not stated)	-3	121	-10%	/	/	/	3%	3	121
24	CCCn1c(=O)c2ccccc2n2c(SCN3C(=O)c4ccccc4C3=O)nnc12	/	/	-15%	-14	83	97	-6%	/	/
25	Cc1nn(C(=O)c2ccco2)c(C)c1Br	32	123	13%	2	96	93	-10%	-32	123

item	SMILES	NFkB transloc pot	NFkB transloc pot cell count 2 µM	PLAP inhibitors HTS	MRP reversal	MRP reversal cytotoxicity	MRP reversal with doxorubicin	Bcl-B displacement	IL1B NFkB inh	IL1B NFkB inh cell count 2 µM
26	CCCC(=O)Nc1nn(C)c2nc3cc(C)ccc3cc12	/	/	-1%	13	98	86	-7%	/	/
27	O=c1c(N2CCOCC2)nsnc1N1CCOCC1	/	/	6%	5	94	89	9%	/	/
28	CC(C)Oc1cccc(C(=O)NC(=S)Nc2cccc(C(F)(F)F)c2)c1	7	114	-13%	/	/	/	-6%	-7	114
29	CC1(CC(=O)N/N=C/c2ccc(OCc3ccc(Cl)cc3Cl)cc2)OCCCO1	22	150	-69%	/	/	/	-4%	-22	150
30	S=C(c1ccc2c(c1)OCO2)N1CCCCCC1	3	107	12%	-9	89	97	-7%	-3	107
31	CCCn1nc(C(=O)NCCN2CCOCC2)c2ccccc2c1=O	-11	83	-14%	10	99	89	-1%	11	83
32	COc1ccc(C(=O)N2CCCCC2)cc1S(=O)(=O)Nc1ccccc1	1	132	-13%	-3	92	96	0%	-1	132
33	COc1cccc(CNC(=O)C23CN(Cc4ccccc4)CC2C(c2ccc([N+](=O)[O-])cc2)=NO3)c1 (configuration not stated)	0	177	-18%	/	/	/	-3%	0	177
34	C=CCOc1ccc(C2N3CC4(C)CN2CC(CCC)(C3)C4=O)cc1 (configuration not stated)	33	171	-7%	6	90	84	-9%	-33	171
35	CC(C)OC(=O)CSc1nnc(-c2ccc(O)cc2)n1Cc1ccccc1	24	175	-14%	0	88	88	2%	-24	175
36	CC(=O)c1cc(NC(=O)c2ccc(C)cc2)c(=O)oc1/C=C/N(C)C	3	120	22%	/	/	/	-11%	-3	120
37	CCn1c(CNc2nc(-c3ccccc3)cs2)nnc1SCC(=O)NCc1ccccc1	6	94	/	2	90	88	/	-6	94
38	CC(C)Cc1cc(C(=O)O)n[nH]1	29	88	-20%	1	96	95	-3%	-29	88
39	CCOc1ccc(N2C(=O)CS/C2=C(\C(Cl)=C(Cl)Cl)[N+](=O)[O-])cc1	15	182	-16%	-18	54	72	-24%	-15	182
40	Cc1sc2nc(SCc3nnc(-c4cccs4)o3)n(C3CCCC3)c(=O)c2c1C	-8	130	-42%	-9	66	75	-3%	8	130
41	Cc1cc2c(c(=O)o1)C1(C(=O)N(C)c3ccccc31)C(C#N)=C(N)O2 (configuration not stated)	/	/	-9%	26	98	72	-6%	/	/
42	COc1ccc(-c2nc(CSCC(=O)N3CCN(C4CCCCC4)CC3)c(C)o2)cc1OC	-8	150	/	11	101	89	/	8	150
43	COC(=O)c1c(C)oc2ccc(OC(=O)c3cccs3)cc12	33	105	-46%	5	97	92	2%	-33	105
44	CCN1C(=S)SC(=O)C1=C1C=C(C)N(Cc2ccco2)C(C)=C1	/	/	-4%	-2	75	77	-10%	/	/
45	CC(=O)NC1(c2ccccc2)CCN(C(=O)N2CCOCC2)CC1	-16	56	17%	-10	93	103	2%	16	56
46	O=C(Nc1ccc2c(c1)OCCO2)C1CCCN1S(=O)(=O)c1cccc2cccnc12 (configuration not stated)	/	/	1%	16	98	82	-1%	/	/
47	COc1ccc(CC(=O)Nc2ccc(-c3cn4ccc(C)cc4n3)cc2)cc1	28	196	32%	/	/	/	-10%	-28	196
48	O=P(Cc1cc[n+]([O-])cc1)(c1ccccc1)c1ccccc1	9	172	-3%	-2	83	86	3%	-9	172
49	Cc1ccc(-n2ncc3c(Nc4cccc(C(=O)O)c4)ncnc32)cc1	3	137	12%	-2	85	87	-5%	-3	137
50	Cc1ccc(CNCCC2=CCCCC2)cc1	6	131	17%	/	/	/	-9%	-6	131

Nothing new here: entries from further up.
item	SMILES	NFkB transloc pot	NFkB transloc pot cell count 2 µM	PLAP inhibitors HTS	MRP reversal	MRP reversal cytotoxicity	MRP reversal with doxorubicin	Bcl-B displacement	IL1B NFkB inh	IL1B NFkB inh cell count 2 µM
26	CCCC(=O)Nc1nn(C)c2nc3cc(C)ccc3cc12	/	/	-1%	13	98	86	-7%	/	/
27	O=c1c(N2CCOCC2)nsnc1N1CCOCC1	/	/	6%	5	94	89	9%	/	/

Remaining list, next part.
item	SMILES	NFkB transloc pot	NFkB transloc pot cell count 2 µM	PLAP inhibitors HTS	MRP reversal	MRP reversal cytotoxicity	MRP reversal with doxorubicin	Bcl-B displacement	IL1B NFkB inh	IL1B NFkB inh cell count 2 µM
51	COc1ccc(-n2c(SC)nnc2-c2c[nH]c3ccccc23)cc1	/	/	15%	6	86	80	-1%	/	/
52	O=C(NCC1CCCO1)c1ccc(COCC(F)(F)C(F)F)cc1 (configuration not stated)	-9	139	-11%	2	97	94	-1%	9	139
53	Cc1cc(C)nc(N2CCCC(C(=O)NCc3ccccc3)C2)n1 (configuration not stated)	5	98	/	-27	60	87	/	-5	98
54	CC(=O)c1ccc(NC(=O)c2cccs2)cc1	-7	189	5%	8	95	88	-4%	7	189
55	COc1ccc(OC)c2[nH]c(=O)c(CCNS(=O)(=O)c3ccccc3)cc12	0	93	-42%	-8	68	76	0%	0	93
56	C/C(=N\N=C\c1ccccc1)c1nnn(-c2nonc2N)c1C	-3	136	1%	/	/	/	-2%	3	136
57	COc1cccc(OCc2nc3c4cnn(-c5ccccc5)c4ncn3n2)c1	18	133	18%	-23	56	79	-7%	-18	133
58	CCn1c(SCC(=O)c2ccc3c(c2)OCCO3)nnc1C(C)C	14	180	-19%	-17	83	101	-3%	-14	180
59	COc1ccc(S(=O)(=O)Nc2cc3c(C(C)=O)c(C)oc3c3ccccc23)cc1	9	110	-95%	-29	25	54	-18%	-9	110
60	COC(=O)c1ccccc1Sc1c(/C=N/OC(=O)c2ccccc2)c(C(F)(F)F)nn1C	-45	39	-6%	12	55	43	6%	44*	39*
61	CN(c1ccccc1C(=O)N1CCOCC1)S(C)(=O)=O	14	174	6%	7	100	93	-10%	-14	174
62	COc1ccccc1OCC(=O)N/N=C1/SCC(=O)N1Cc1ccccc1	-5	124	4%	/	/	/	-3%	5	124
63	CSCC[C@H](NC(=O)OCc1ccccc1)C(=O)O	-8	141	-6%	5	98	93	-4%	8	141
64	COCCn1nnnc1C(C(C)C)N1CCOCC1 (configuration not stated)	15	153	12%	-11	101	112	1%	-15	153
65	C/C=C/c1ccc(OCCCNC(C)CC)c(OC)c1 (configuration not stated)	-1	173	2%	2	94	92	6%	1	173
66	Cc1cc2c(C)ccc(C)c2nc1SCC(=O)c1cccs1	-6	141	42%	/	/	/	-8%	6	141
67	CCOc1cc(C2C(C#N)=C(N)Oc3n[nH]c(-c4ccccc4)c32)ccc1O (configuration not stated)	-13	111	12%	/	/	/	-7%	13	111
68	O=C(c1ccc2c(c1)OCO2)N1CCN(c2ccccc2F)CC1	9	121	-8%	-1	94	94	1%	-9	121
69	CCn1c(SCC(=O)c2ccc3c(c2)Cc2ccccc2-3)nnc1-c1ccc(N)cc1	8	198	3%	/	/	/	6%	-8	198

Arranged by SMILES length (highest first): part of the list above
item	SMILES	NFkB transloc pot	NFkB transloc pot cell count 2 µM	PLAP inhibitors HTS	MRP reversal	MRP reversal cytotoxicity	MRP reversal with doxorubicin	Bcl-B displacement	IL1B NFkB inh	IL1B NFkB inh cell count 2 µM
69	CCn1c(SCC(=O)c2ccc3c(c2)Cc2ccccc2-3)nnc1-c1ccc(N)cc1	8	198	3%	/	/	/	6%	-8	198
45	CC(=O)NC1(c2ccccc2)CCN(C(=O)N2CCOCC2)CC1	-16	56	17%	-10	93	103	2%	16	56
43	COC(=O)c1c(C)oc2ccc(OC(=O)c3cccs3)cc12	33	105	-46%	5	97	92	2%	-33	105

Structures shown so far that have a Cl atom (4):
item	SMILES	NFkB transloc pot	NFkB transloc pot cell count 2 µM	PLAP inhibitors HTS	MRP reversal	MRP reversal cytotoxicity	MRP reversal with doxorubicin	Bcl-B displacement	IL1B NFkB inh	IL1B NFkB inh cell count 2 µM
12	COc1ccc(N2CCN(Cc3cc(=O)oc4cc(C)c(Cl)c(C)c34)CC2)cc1	23	132	-27%	-9	47	56	0%	-23	132
20	CCC(C)[C@H](N)c1nnc(SCC(=O)c2ccc(Cl)cc2)o1 (some centres not stated)	2	192	-26%	7	103	97	2%	-2	192
29	CC1(CC(=O)N/N=C/c2ccc(OCc3ccc(Cl)cc3Cl)cc2)OCCCO1	22	150	-69%	/	/	/	-4%	-22	150
39	CCOc1ccc(N2C(=O)CS/C2=C(\C(Cl)=C(Cl)Cl)[N+](=O)[O-])cc1	15	182	-16%	-18	54	72	-24%	-15	182

From PubChem BioAssay
